# Assay outcomes from PubChem.
# PLCg1 inh: PLC-gamma1 enzyme inhibitors, primary screen, biochemical, fluorescence, purified enzyme. fluorogenic substrate. inhibition, % at 12.2 µM. 370,000 compounds, 0.84% hits. AID 720700, 2013; in the data active means inhibition above about 9.5%
# MBD2 DNA inh: inhibitors of MBD2 binding to methylated DNA, primary screen, biochemical, TR-FRET, DNA-binding domain, human. inhibition, % at 4.4 µM. Methyl-CpG-binding domain protein 2 (Homo sapiens), Q9UBB5. AID 686964, 2013. 370,000 compounds, 0.31% hits. MBD2 binding to methylated oligonucleotide; in the data active means inhibition above about 13%
# Tn7 DDE FP: inhibitors of Tn7 peptide binding to fibrin DD(E), primary screen, biochemical, fluorescence polarization, human fibrin, Tn7 probe; Fibrinogen beta chain (Homo sapiens), P02675; 370,000 compounds, 0.13% hits; inhibition, % at 8.3 µM; FP displacement of FITC-Tn7 peptide from fibrin DD(E); 0% = median of compound wells per plate; AID 720508, 2013;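 active means inhibition above the mean of compounds falling within the control limits plus 3 SD of them, cut at about 14% in these data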;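 further: 0% = plate median of compound wells and 100% = 10 µM Aha-Tn7 peptide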
#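 Also added: labelled Tn7 tracer, 0.1 µM; Assay system: human fibrin DD(E) protein; Amount: 2 µM fibrin DD(E); Schedule: 10 min compound pre-incubation, 3 h probe incubation at room temperature; Repeats: one replicate per compound; Read-out basis: percent inhibition; Measured by: fluorescence polarization of the labelled Tn7 tracer.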
# KLK7 zymogen act: proKLK7 zymogen activators, primary screen, biochemical, fluorescence intensity | Kallikrein-7 (Homo sapiens), P49862 | purified proKLK7, EDANS-DABCYL substrate fluorescence; 100% is mature enzyme control, 0% vehicle | activation, % at 7 µM | 370,000 compounds, 0.9% hits;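 active means activation above the mean of all tested compounds plus 3 SD, computed per campaign excluding outliers beyond control limits, cut at about 13% in these data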
# Target sequence (P49862 whole entry, looked up): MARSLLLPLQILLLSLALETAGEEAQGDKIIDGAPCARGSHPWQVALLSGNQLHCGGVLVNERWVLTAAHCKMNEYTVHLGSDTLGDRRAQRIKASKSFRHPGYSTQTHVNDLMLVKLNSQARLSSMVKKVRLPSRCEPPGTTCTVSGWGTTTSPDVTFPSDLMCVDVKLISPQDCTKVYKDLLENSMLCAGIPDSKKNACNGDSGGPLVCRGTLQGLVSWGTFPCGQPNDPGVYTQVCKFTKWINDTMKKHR
# ADAM17 inh: ADAM17 inhibitors, primary screen, biochemical, QFRET | Disintegrin and metalloproteinase domain-containing protein 17 (Homo sapiens), P78536 | recombinant ADAM17, EDANS/DABCYL FRET peptide cleavage | inhibition, % at 6.95 µM | 370,000 compounds, 0.83% hits;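 active means inhibition above the mean of compounds lying between control limits plus 3 SD, set per campaign, cut at about 8.5% in these data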;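 further: 0% = DMSO-only wells as the low control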
# UHRF1 MBD2 ctr: UHRF1 methylated DNA binding inhibitors, primary screen, counter-screen for MBD2 inhibitor project, biochemical, TR-FRET, human UHRF1, single concentration; inhibition, % at 4.4 µM; E3 ubiquitin-protein ligase UHRF1 (Homo sapiens), Q96T88; 370,000 compounds, 0.75% hits; UHRF1 binding to methylated oligo; in the data active means inhibition above about 21%;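 further: UHRF1 SRA domain binding a hemimethylated CpG hairpin DNA probe; 0% = median of test compound wells and 100% = reference inhibitor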
# Target sequence (Q96T88 whole entry, looked up, the tested form may be a part): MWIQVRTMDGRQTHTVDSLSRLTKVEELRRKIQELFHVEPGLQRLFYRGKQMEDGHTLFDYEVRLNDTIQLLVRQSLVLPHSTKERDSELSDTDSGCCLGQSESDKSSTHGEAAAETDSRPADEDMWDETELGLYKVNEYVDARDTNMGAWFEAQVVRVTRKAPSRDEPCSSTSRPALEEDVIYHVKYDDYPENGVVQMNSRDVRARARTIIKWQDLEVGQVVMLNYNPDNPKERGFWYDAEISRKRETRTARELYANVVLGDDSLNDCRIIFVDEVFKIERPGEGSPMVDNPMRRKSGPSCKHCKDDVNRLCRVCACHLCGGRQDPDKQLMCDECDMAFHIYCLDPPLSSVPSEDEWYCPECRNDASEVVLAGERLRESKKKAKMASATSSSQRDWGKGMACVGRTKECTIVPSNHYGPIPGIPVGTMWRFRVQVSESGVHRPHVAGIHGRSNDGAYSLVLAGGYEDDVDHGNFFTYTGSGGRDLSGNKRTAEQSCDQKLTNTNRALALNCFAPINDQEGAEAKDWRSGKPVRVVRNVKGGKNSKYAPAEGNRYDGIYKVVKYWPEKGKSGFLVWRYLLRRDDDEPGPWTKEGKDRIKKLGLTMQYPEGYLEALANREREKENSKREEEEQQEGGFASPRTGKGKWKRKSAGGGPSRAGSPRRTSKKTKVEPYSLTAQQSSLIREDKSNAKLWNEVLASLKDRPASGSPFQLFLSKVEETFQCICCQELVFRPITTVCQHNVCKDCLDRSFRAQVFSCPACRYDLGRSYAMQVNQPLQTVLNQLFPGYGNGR
# ARFGAP1 inhibitor: inhibitors of rat ARFGAP1 GAP activity, primary screen, biochemical, fluorescence polarization, GDP tracer; ADP-ribosylation factor GTPase-activating protein 1 (Rattus norvegicus), Q62848; 360,000 compounds, 0.26% hits; Arfgap1-stimulated ARF1 GTP hydrolysis, GDP FP detection; AID 651572, 2012; inhibition, % at 16.5 µM;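 active means inhibition above a per-plate limit, mean inhibition of low control wells plus 3 SD, cut at about 25% in these data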;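 further: 0% = DMSO wells with enzyme and 100% = wells lacking Arfgap1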
#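 Repeats: one replicate per compound; assay system: rat Arfgap1 catalytic domain, aa 1-136; times: enzyme reaction 120 min at 25 °C after 20 min preincubation; detection: FP of antibody-bound GDP Alexa 633 tracer, ex 620/em 688 nm; benchmarks: high control wells lacking Arfgap1, low control full reaction with DMSO; reagent: human ARF1(Δ1-17)-GTP substrate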
# Tn6 DDE FP: inhibitors of Tn6 peptide binding to fibrin DD(E), primary screen, biochemical, fluorescence polarization, human fibrin, Tn6 probe; Fibrinogen beta chain (Homo sapiens), P02675; Fibrin DD(E) TRITC-Tn6 fluorescence polarization displacement; inhibition, % at 8.3 µM; 370,000 compounds, 0.21% hits;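 active means inhibition above a per-campaign cutoff: mean of compounds within control limits plus 3 SD, cut at about 15% in these data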;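 further: 0% = median of all compound wells on the plate and 100% = blocking peptide control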
# ASAP1 inh: inhibitors of human ASAP1 ArfGAP activity, primary screen, biochemical, fluorescence polarization; Arf-GAP with SH3 domain, ANK repeat and PH domain-containing protein 1 (Homo sapiens), …; ASAP1-stimulated ARF1 GTP hydrolysis, GDP FP detection; inhibition, % at 16.5 µM; 360,000 compounds, 0.19% hits; in the data active means inhibition above about 25%;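 further: 0% = vehicle with enzyme and substrate and 100% = no enzyme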
# PLCb3 inh: human PLC-beta3 inhibitors, primary screen, biochemical, fluorescence; Purified PLC-beta3, fluorogenic substrate; 370,000 compounds, 0.18% hits; 1-phosphatidylinositol 4,5-bisphosphate phosphodiesterase beta-3 (Homo sapiens), Q01970; inhibition, % at 12.2 µM; in the data active means inhibition above about 11%;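 further: 0% = median of compound wells on plate and 100% = full blocker control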
# Active calls of the source: *; i = inactive; x = not tested or not shown.
structure,PLCg1 inh,MBD2 DNA inh,Tn7 DDE FP,KLK7 zymogen act,ADAM17 inh,UHRF1 MBD2 ctr,ARFGAP1 inhibitor,Tn6 DDE FP,ASAP1 inh,PLCb3 inh
CCCN(CC(=O)Nc1ccccc1OC)C(=O)CNC(=O)c1ccc(C)s1,-1,1,-3,0.2,-3,-1,3,-2,-2,-6
CCOc1ccccc1CN1CCC(CO)(CCOc2ccccc2)CC1,0,-3,2,0.2,-3,-1,4,4,14,1
O=C(COc1ccc(Cl)cc1)NCC(=O)N/N=C/c1cccs1,0,-4,7,0.1,3,0,3,2,2,1
O=C(O)c1cccc(Nc2c([N+](=O)[O-])c(=O)oc3ccccc23)c1,0,1,-3,0.2,-3,-3,11,-3,-14,-4
CCOC(=O)C1CCCN(C(=O)c2cc3ccc(OC)cc3[nH]2)C1 (configuration not stated),-1,2,-6,-0.4,-2,4,-3,0,8,-6
CC(C)Oc1ccc(C(=O)Nc2nnc(SCC(=O)N3CCOCC3)s2)cc1,4,-7,-1,0.3,6,3,-6,7,0,7
O=C(N=C1SC2CS(=O)(=O)CC2N1Cc1ccccc1Cl)C1CCCO1 (configuration not stated),2,4,-3,0.4,-1,-1,7,4,-3,-4
CCn1cc(/C=C/c2cc[n+](C)cc2)c2ccccc21,-281,-100,-59,4.6,3,-347,11,-3,2,-387
S=C(NCc1cccnc1)Nc1ccc(Oc2ccccc2)cc1,1,0,0,-0.7,4,6,-1,2,0,2
COc1ccc(OC)c(C(C(=O)NC2CCCCC2)N(C(=O)c2snc(C(N)=O)c2N)c2ccccc2OC)c1 (configuration not stated),-9,-5,4,-0.1,-7,-3,5,-4,-5,-14
O=C(Nc1ccccc1)C1=C[C@@H](c2ccc(C(F)(F)F)cc2)C[C@@H](OCCCCO)O1,1,3,-2,1.2,0,-1,-2,3,10,-2
CCC(CC)C(=O)N1CC(=O)Nc2ccc(F)cc2C1c1ccccc1 (configuration not stated),1,2,-2,0.8,-1,-1,11,3,0,-3
CN(CC(=O)Nc1ccc(F)c(F)c1F)C(=O)CCCSc1nc2ccccc2[nH]1,1,-4,0,-0.1,0,-3,-1,-2,-9,3
CC(C)CC(COCc1ccc(C(F)(F)F)cc1)N1CCN(C(=O)c2ccc(C(F)(F)F)cc2)CCC1=O (configuration not stated),4,-1,3,-0.2,7,3,-1,7,12,2
S=C(Nc1ccccc1)NC1CCN(Cc2ccccc2)CC1,2,1,4,0.1,0,3,3,-4,-5,-1
CC(C)=CC(=O)N1CCCC(N2CCN(c3ccccc3C)CC2)C1 (configuration not stated),2,5,0,0.5,-2,0,3,-5,-10,0
COc1cccc(C(=O)NC(=S)Nc2ccc(N3CCCC3)cc2)c1,-2,12,3,0.2,12*,2,-6,-12,-5,-2
S=C(Nc1ccccc1Oc1ccccc1)NC1CCCC1,2,-1,-2,0.3,-6,4,10,3,-8,-1
C=CCN1C(=O)/C(=C\c2ccc(Oc3nc(N4CCOCC4)nc(N4CCOCC4)n3)c(OC)c2)SC1=S,-3,-1,-4,0.4,-3,6,0,-9,2,-1
Cc1ccc(C(=O)CN2C(=O)NC3(CCCCC3C)C2=O)s1 (configuration not stated),3,-1,-1,-0.1,-4,1,8,3,-3,-12
CCOC(=O)N1CCN(c2cc(C)c([N+](=O)[O-])cc2F)CC1,3,0,-5,0.1,1,-2,-6,10,-8,0
COc1ccccc1NC(=O)COC(=O)c1ccc2c(c1)OCCO2,4,0,2,0.2,8,-1,13,4,11,-4
COc1ccc(C(=O)N2CCOCC2)cc1S(=O)(=O)N1CCCc2ccccc21,3,-4,2,0.4,3,-2,-1,3,-1,3
O=C(CN1C(=O)C2CCCCC2C1=O)Nc1cc(C(F)(F)F)ccc1N1CCCC1 (configuration not stated),3,2,-2,0.0,-1,0,3,-5,-20,4
Cc1[nH]nc2c1C(c1ccc(F)cc1)C(C#N)=C(N)O2 (configuration not stated),1,-1,-2,0.1,-5,-6,1,-7,1,2
CC(C)OCCCNC(=O)c1c(N)n(/N=C/c2ccccn2)c2nc3ccccc3nc12,-3,-4,-6,0.7,-5,-3,2,-9,8,-7
O=C(COc1c(Cl)cccc1Cl)Nc1ccccc1N1CCCC1,-1,-6,2,-0.3,1,-4,-20,-4,-10,-4
Cc1ccc(C)c(OCCn2cc(/C=C(\C#N)C(=O)NCc3ccco3)c3ccccc32)c1,-1,1,5,-0.6,3,1,4,-3,-4,0
O=C(COC(=O)c1ccc(S(=O)(=O)C(F)F)cc1)Nc1cccnc1Cl,0,2,-1,0.3,-1,0,4,3,0,-2
CCCn1c(C2CCCN2c2nc(-c3cccc(Br)c3)cs2)nc2cc(Cl)c(Cl)cc21 (configuration not stated),0,3,-1,0.3,-2,-3,-3,0,-2,2
Cc1ccccc1NC(=S)N(Cc1ccccn1)Cc1ccccc1Cl,2,4,4,1.2,-2,0,-2,1,0,-3
O=[N+]([O-])c1ccc(NC(=S)NCc2ccc(F)cc2)cc1,8,-2,4,-0.4,6,-1,9,2,14,0
O=C(c1ccc(F)cc1F)N1CCC(N2CCC(C(=O)N3CCOCC3)CC2)CC1,-5,-5,-1,-0.3,-4,3,-11,4,-4,-12
c1nc(N2CCN(Cc3ccc4c(c3)OCO4)CC2)c2[nH]cnc2n1,4,-2,-6,-0.2,0,1,0,-2,1,5
COc1ccc(C2(C(=O)Nc3nncs3)CCCC2)cc1,5,-1,-3,0.3,-1,-4,-3,-1,10,1
CC1CN(Cc2cc(=O)n3ccsc3n2)CC(C)O1 (configuration not stated),-12,11,-1,-1.1,-16,21*,5,0,-14,-18
Cc1nonc1CC(=O)N1CCCC(C(=O)c2ccc(Cl)cc2)C1 (configuration not stated),4,-2,-6,-0.1,-1,4,-2,-3,5,-9
Cc1ccc2[nH]c(=O)c(C(c3nnnn3CC3CCCO3)N3CCc4ccccc4C3)cc2c1 (configuration not stated),-14,-5,3,1.2,-19,-8,-4,7,4,-27
CC(=O)NC1(C(F)(F)F)NC(=O)N(CCc2ccccc2)C1=O (configuration not stated),2,1,-4,0.4,-3,0,-7,1,13,5
COc1cc(NC(C)=O)ccc1-c1cc2ccccc2oc1=O,-348,0,2,-1.1,-20,0,9,-3,2,i
Nc1nc(N)nc(-c2ccccc2)n1,0,1,-1,0.6,-3,-1,-7,2,20,2
Cc1c(-c2nc(N)nc(Nc3ccc(F)cc3)n2)oc2ccccc12,-18,6,1,-3.6,-10,1,33*,0,22,-23
CCN(C(=O)[C@@H](C)[C@@H](O)c1ccc(Cl)cc1)c1ccccc1,8,-4,3,0.3,5,1,x,0,x,2
CCNC(=S)Nc1ccc(OC(F)(F)F)cc1,3,-2,1,-0.1,1,4,6,-8,-2,-4
COc1ccc(C)cc1NC(=O)CSc1nnnn1C1CCCC1,-1,2,3,-0.6,-2,1,-3,1,-2,-6
O=C(COc1coc(CN2CCN(c3ccccc3F)CC2)cc1=O)NCC1CCCO1 (configuration not stated),2,-6,-6,0.7,2,-2,3,1,-5,-3
COC(=O)c1cc(-c2ccc(C(C)(C)C)cc2)c(=O)n2c1CCC2,-6,-4,0,-0.1,-2,0,x,-6,x,-7
CCc1ccc(N2CC(C(=O)Nc3ccc(C)c(S(=O)(=O)N4CCOCC4)c3)CC2=O)cc1 (configuration not stated),5,1,5,0.4,9.8*,3,4,5,0,0
Nc1[nH]ncc1C(=O)Nc1cccc(C(F)(F)F)c1,-1,2,6,-0.6,-1,0,-10,1,8,4
O=C(NCCN1CCOCC1)c1cc(Cl)ccc1[N+](=O)[O-],2,3,5,-0.1,-3,-3,-4,3,10,0
Cc1ccc(N2CC(C(=O)Nc3ccc(S(=O)(=O)N4CCOCC4)cc3)CC2=O)cc1Cl (configuration not stated),0,-1,-1,-0.2,-1,2,-8,5,8,-1
CCNC(=O)C1CCCN(C(=O)c2ccccc2OC(F)(F)F)CC1 (configuration not stated),2,-4,-5,0.3,2,-2,7,-4,-14,3
COC(=O)[C@@]1(Cc2ccccc2)[C@H]2C(=O)N(C)C(=O)[C@H]2[C@H]2CN(C)C(=NCc3ccccc3)N21,1,-5,1,0.0,0,1,-6,1,1,2
COCc1ccc(C(=O)NC2CCSc3ccccc32)cc1 (configuration not stated),0,1,-5,-0.3,1,1,3,3,-3,1
CCc1nnc(NC(=O)c2ccc3nc(CC)c(CC)nc3c2)s1,-2,-2,5,-0.2,-3,-2,4,-1,7,-8
CCN(CC)S(=O)(=O)c1ccc(-c2nnc3sc4cccc(C)c4n23)cc1,-3,4,5,-0.6,-1,0,-9,4,-4,-2
CCNc1nc(Oc2ccc(=O)n(C)n2)nc(N2CCOCC2)n1,1,-1,2,0.1,5,-5,11,2,2,-1
CCNc1nc(NCC)nc(N/N=C(\C)c2ccc(OC)cc2)n1,1,6,3,-0.1,-2,2,16,1,3,1
Cc1ccc(/C=N/NC(=O)c2cccc(S(=O)(=O)N3CCOCC3)c2)o1,-4,-1,9,-0.4,-2,-2,5,4,-3,-11

# Single entries from the list:
# c1nc(N2CCN(Cc3ccc4c(c3)OCO4)CC2)c2[nH]cnc2n1 in Tn7 DDE FP is entered as -6
# Cc1ccc(N2CC(C(=O)Nc3ccc(S(=O)(=O)N4CCOCC4)cc3)CC2=O)cc1Cl (configuration not stated) in PLCb3 inh is entered as -1
# COC(=O)[C@@]1(Cc2ccccc2)[C@H]2C(=O)N(C)C(=O)[C@H]2[C@H]2CN(C)C(=NCc3ccccc3)N21 in KLK7 zymogen act is entered as 0.0
